# Compound activity: PubChem, Sanford-Burnham Center for Chemical Genomics
# human PMI inhibitors: human PMI inhibitors, high substrate, primary screen, biochemical, fluorescence intensity, high mannose 6-phosphate (AID 1220). hit rate 0.66% among 190,000. inhibition, % at 20 µM; hits with a dose series show IC50 in µM. recombinant PMI enzyme, coupled fluorescence intensity; higher % means a stronger effect
# KOR beta-arrestin-1: KOR antagonists, beta-arrestin recruitment, cell-based, luminescence, uHTS (AID 1778). one-dose inhibition, % at 10 µM; IC50 in µM for titrated hits. hit rate 0.091% among 290,000. KOR beta-arrestin recruitment, luminescence, antagonist mode; higher % means a stronger effect; further: strong numbers were not always called active
# XIAP displacement: XIAP antagonists, biochemical, IAP family, fluorescence polarization (AID 1018); hit rate 0.007% among 200,000; XIAP BIR domain, fluorescence polarization peptide displacement; higher % means a stronger effect; displacement, % at 20 µM; hits with a dose series show IC50 in µM; in the data active means displacement above about 50%; further: a part of the inactive calls stands beside numbers as strong as those of hits
# LYP inhibition: inhibitors of LYP phosphatase, biochemical, fluorescence intensity, uHTS (AID 1779); recombinant LYP phosphatase, fluorescence intensity; higher % means a stronger effect; hit rate 0.054% among 290,000; inhibition, % at 11.5 µM; hits with a dose series show IC50 in µM;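 further: plate controls were vehicle with enzyme for no effect and no enzyme for full effect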
# human PMI inhibition: inhibitors of human PMI, primary screen, biochemical, fluorescence intensity, coupled assay (AID 1209); purified PMI enzyme, coupled fluorescence intensity; higher % means a stronger effect; inhibition, % at 20 µM; hits with a dose series show IC50 in µM; hit rate 0.42% among 190,000;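 further: plate controls were DMSO vehicle for no effect and wells lacking substrate for full effect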
# TNAP activation fold: human TNAP enzyme activators, primary screen, biochemical, luminescent, no phosphate acceptor, uHTS (AID 1001); purified TNAP, luminescent activation assay, no phosphate acceptor; higher activation fold means a stronger effect; one-dose activation fold at 20 µM; EC50 in µM for titrated hits; hit rate 0.03% among 200,000; in the data active means activation fold from about 3, or a potency from the dose series; inactive means the rest, 99 in 100 with activation fold below about 1.6; further: many of its hits are not listed in these tables
# KOR beta-arrestin-2: kappa opioid receptor activators – cell-based, luminescence, uHTS, primary screen (AID 1777); KOR beta-arrestin recruitment, luminescence; higher % means a stronger effect; one-dose activation, % at 10 µM; EC50 in µM for titrated hits; hit rate 0.02% among 280,000; in the data active means activation above about 50%, passing the limit was not always enough; further: a part of the inactive calls stands beside numbers as strong as those of hits
# NOD2 inhibition: NOD2 signaling inhibitors, cell-based, luminescence, uHTS, HEK293 (AID 1566). HEK293 NOD2/NF-kB luciferase reporter, luminescence; higher % means a stronger effect. inhibition, % at 4 µM, or EC50 in µM where a hit was titrated. hit rate 0.63% among 290,000; further: many of its hits are not listed in these tables
# NOD1 NF-kB reporter: NOD1 signaling inhibitors, primary screen, cell-based, luminescence, uHTS (AID 1578); inhibition, % at 4 µM; hits with a dose series show EC50 in µM; hit rate 1% among 290,000; NOD1-driven NF-kB luciferase reporter cells, luminescence; higher % means a stronger effect; in the data active means inhibition mostly above about 36%, no sharp cut-off; inactive means mostly below about 34%;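 further: HEK-293T reporter cells stimulated with the NOD1 agonist gamma-tri-DAP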
# * hit, by the source's call; . = not tested or not shown; [ ] = another dose, or the depositor's remark. Unless noted, no stated cut-off is given here; in the data, active means inhibition above about 50%; inactive means the rest. Only part of the results is shown; rates above refer to the full screens.
no.	SMILES	human PMI inhibitors	KOR beta-arrestin-1	XIAP displacement	LYP inhibition	human PMI inhibition	TNAP activation fold	KOR beta-arrestin-2	NOD2 inhibition	NOD1 NF-kB reporter
1	CCn1cc(SCC(=O)NC2CCCC2)c2ccccc21	.	-6%	.	-2%	.	.	4.2%	14%	-19%
2	CCOc1ccc(-c2nnc3ccc(SCC(=O)Nc4nc5ccc(C)cc5s4)nn23)cc1	-15%	-31%	-5.5%	-6%	-4%	1.2	4.2%	-2%	-17%
3	C=C(C)CCC(C)N1CCC(n2nccc2NC(=O)CCCc2ccccc2)CC1 (configuration not stated)	.	-38%	.	-11%	.	.	0.8%	2%	-12%
4	CCn1nnc(NC(=O)C(C)(c2ccccc2)c2ccccc2)n1	-6%	11%	-2.9%	-11%	1%	1.1	-4.3%	-2%	-27%
5	CCCCCCCNc1nc(Cl)nc(NCCO)n1	-10%	-55%[20 µM]	-7.6%	-6%	-12%	1	.	1%	19%
6	Cc1cnc(C(=O)OCC(=O)C23CC4CC(CC(C4)C2)C3)cn1	.	-4%	.	-7%	.	.	5.6%	9%	-21%
7	CC1=C(C(=O)Nc2ccc(C)cc2C)C(c2cccs2)NC(=S)N1 (configuration not stated)	-2%	33%	-1.9%	-13%	5%	1	-2.9%	16%	-9%
8	Cc1ccccc1NC(=O)CNC(=O)c1ccc(C(F)(F)F)cc1	10%	-21%	-1.0%	-3%	14%	1.1	5.5%	4%	-35%
9	O=C1N(c2ccc3c(c2)OCCO3)C(c2ccccc2)C1(F)F (configuration not stated)	6%	7%	-4.8%	-1%	10%	1.3	-3.8%	17%	-24%
10	CSc1nc2cc(C)nn2c(-c2ccc(C(C)(C)C)cc2)c1C#N	.	-1%	.	-4%	.	.	-1.7%	19%	-3%
11	COc1ccc(C2=NO[C@@H]3C(=O)N(Cc4ccccc4)C(=O)[C@H]23)cc1OC	-11%	-10%	-8.4%	-10%	-5%	1	7.3%	8%	20%
12	CC1(Cc2cn(CCC#N)c3ccccc23)OCCO1	10%	-4%	-1.8%	-10%	4%	1.1	-0.6%	3%	2%
13	CCN(CC)S(=O)(=O)c1cccc(NC(=O)COC(=O)C2COc3ccccc3O2)c1 (configuration not stated)	-2%	4%	-4.5%	-6%	12%	1	0.0%	7%	-15%
14	S=C1NCN(Cc2cccnc2)CN1c1cccc2ccccc12	.	10%	.	-4%	.	.	2.3%	17%	3%
15	O=C(Nc1cnn(Cc2ccc(F)cc2)c1)c1noc2c1CCCC2	15%	17%	-19%	-7%	-2%	1	-5.7%	-57%	-28%
16	COc1ccc(-c2nc(-c3ccc(NC(=O)c4ccc(Br)o4)cc3)no2)cc1OC	-6%	-328%	-3.4%	-7%	-3%	1.1	-4.0%	-23%	-38%
17	CCc1sc(NC(=O)CCC(=O)O)nc1-c1cc2ccccc2oc1=O	-12%	13%	-5.6%	-3%	-18%	1.1	-1.2%	-1%	-26%
18	Cc1c(C(=O)O)sc2nc(-c3cccs3)cc(C(F)(F)F)c12	.	-2%	.	-2%	.	.	-1.8%	7%	26%
19	O=C(CSc1nnnn1-c1ccc(F)cc1)c1ccc(O)c(O)c1	1%	-11%	-10%	-6%	33%	0.2	-1.0%	-3%	18%
20	CC(C)(O)C#Cc1ccccc1C(=O)NC(CC(N)=O)C(=O)O (configuration not stated)	-4%	-11%	-7.8%	2%	9%	1.1	8.5%	-4%	-15%
21	O=C(Nc1cc([N+](=O)[O-])ccc1Cl)c1cccnc1	.	-10%[20 µM]	.	-8%	.	.	1.1%	9%	-27%
22	COc1cccc(C(=O)N2CCN(c3ccccn3)CC2)c1	.	5%[20 µM]	.	-8%	.	.	.	-16%	-1%
23	Cc1csc(SCC(=O)Nc2c(C)n(C)n(-c3ccccc3)c2=O)n1	0%	4%	-1.4%	-12%	9%	1.1	-3.4%	11%	-17%
24	C=CCNc1oc(COc2ccc(C)cc2)nc1C#N	-11%	-23%	-4.9%	-2%	-8%	1.1	9.4%	-11%	-2%
25	O=C(O)CNC1=NCCC1	-8%	-23%	-0.1%	-14%	2%	1.1	-2.0%	-12%	-25%
26	O=C(Nc1cccc(F)c1)c1cccnc1	.	-22%	.	-9%	.	.	4.7%	2%	23%
27	CC(=O)c1ccc(NC(=O)CN2C(=O)CCC2=O)cc1	-9%	-60%[20 µM]	-2.9%	-6%	-7%	1.1	-0.4%	-9%	-22%
28	COc1cc(/C=C2\N=C(C)OC2=O)cc(OC)c1OC	.	11%	.	-8%	.	.	-4.9%	-3%	-25%
29	O=C(CSc1nc(O)c(Cc2ccccc2)c(=O)[nH]1)Nc1nnc(SCc2ccccc2)s1	10%	11%	-16%	-2%	-2%	1.2	-3.0%	-5%	16%
30	CN1C(=C2C(=O)OC(C)(C)OC2=O)Sc2ccccc21	-3%	7%	-4.6%	-2%	-12%	1	14%	-37%	40%
31	Cc1nc(NC(=O)c2cc3c(s2)CCCCC3)sc1C(=O)N(C)C	1%	-6%	-8.5%	0%	10%	1.1	2.1%	-37%	-21%
32	CCOc1ccc2nc(SCC(=O)N3c4ccccc4Sc4ccccc43)sc2c1	14%	-14%	-9.1%	-2%	7%	1.1	5.5%	14%	-19%
33	COc1ccc(CCNC(=O)CCN2C(=O)c3ccccc3C2=O)cc1OC	1%	-49%[20 µM]	-5.7%	0%	8%	1.1	-0.7%	1%	-13%
34	CCOC(=O)N1CCN(Cc2nc(-c3ccc(C)cc3)no2)CC1	4%	-21%	-12%	3%	4%	1.1	-3.0%	17%	-16%
35	O=C1NCC(COc2ccc(Cl)cc2)O1 (configuration not stated)	-8%	-36%	-4.7%	-6%	-18%	0.9	-2.7%	0%	-14%
36	CSCCC(NC(=O)C1CCCC1)c1nnc2ccccn12 (configuration not stated)	.	-39%	.	-10%	.	.	-2.4%	4%	-9%
37	O=C(CO/N=C/c1ccc(OC(F)F)cc1)N1CCc2ccccc21	6%	18%	-5.1%	-2%	10%	1	-3.3%	17%	-9%
38	CC(=O)N1CCc2ccc(NC(=O)c3c(-c4c(Cl)cccc4Cl)noc3C)cc21	.	11%	.	1%	.	.	-2.7%	4%	-9%
39	CSc1ccc2c(c1)C(N1CCN(C)CC1)Cc1ccccc1S2 (configuration not stated)	.	-16%	.	-6%	.	.	6.6%	28%	1%
40	Cc1nn(-c2ccccc2)c(C)c1/C=N/NC(=O)CSc1nc2ccccc2c(=O)n1-c1ccc(Br)cc1	5%	-5%	-6.9%	1%	6%	1	-0.6%	-4%	.
41	Cc1cc(C)cc(C(=O)Nc2cccc(NC(=O)c3ccco3)c2)c1	.	11%	.	-6%	.	.	3.0%	19%	-24%
42	O=C(CN1C(=O)NC2(CCCCCC2)C1=O)NC1CCCCCCC1	-4%	20%	0.4%	2%	-2%	1.3	-1.1%	12%	-26%
43	COc1cccc(CNC(=O)C2CCC(CNS(=O)(=O)c3cccc4cccnc34)CC2)c1 (configuration not stated)	.	27%	.	-3%	.	.	-9.7%	-24%	16%
44	COc1cc(/C=N/Nc2cccc(C)c2)cc(Br)c1O	-136%	-8%	-6.1%	-2%	-68%	1.2	-2.7%	-10%	-39%
45	CCN(CC)CCNC1=CC(=O)OC12CCCCC2	-6%	8%	-3.2%	-10%	1%	1	-5.1%	7%	-19%
46	CSCCC(NS(=O)(=O)c1ccccc1F)C(=O)OCc1ccccc1Cl (configuration not stated)	5%	.	-8.9%	0%	0%	0.9	3.3%	10%	-1%
47	O=C(CCc1nnc2ccc(N3CCCCC3)nn12)NCC1CCN(Cc2ccc(F)cc2)CC1	.	-11%	.	-12%	.	.	6.5%	-4%	-23%
48	N#Cc1ccccc1NC(=O)COC(=O)c1ccc(S(=O)(=O)N2CCCC2)cc1	14%	-19%	-4.2%	-11%	4%	1.2	9.0%	1%	2%
49	CCCC(C)C(=O)NCc1ccc2c(c1)OCO2 (configuration not stated)	3%	-20%	-2.8%	-4%	2%	1.1	-3.9%	10%	-4%
50	CC(NCC1(N2CCOCC2)CCCCC1)C(=O)Nc1ccc(Cl)cc1Cl (configuration not stated)	-18%	-17%	-7.5%	3%	-11%	1	6.0%	-23%	-33%
51	O=C(O)c1ccccc1-n1c(-c2ccccc2)cc2c1CCCC2=O	10%	11%	-15%	-3%	5%	1.1	.	10%	-15%
52	Cc1ncc2c(c1OC(=O)c1ccccc1)COC(C)(C)OC2	-8%	12%	-1.3%	-8%	-9%	1.2	-7.5%	13%	-12%
53	CC1Cc2ccccc2N1CC(=O)NCc1ccc2c(c1)OCO2 (configuration not stated)	3%	12%	-5.4%	-6%	13%	1.1	-1.6%	-22%	-31%
54	CCC1C(=O)Nc2nc(-c3ccccc3)c(-c3ccccc3)n2N=C1C (configuration not stated)	7%	19%	-8.8%	0%	10%	1	-2.9%	13%	0%
55	CCOCc1nnc(NC(=O)C2CCN(C(=O)c3ccco3)CC2)s1	.	-11%	.	-11%	.	.	3.0%	-3%	-10%
56	Cn1c(=O)c(C(=O)NCc2ccccc2)c(O)c2ccccc21	.	9%	.	-4%	.	.	-0.9%	-9%	-56%
57	COc1ccc2c(=O)c3c(=O)n(-c4ccccc4)c(-c4ccco4)nc3oc2c1	6%	32%	-3.4%	-1%	7%	1.1	1.6%	-18%	-20%
58	COC(=O)CSc1nnc(COc2cccc3ccccc23)o1	.	-22%[20 µM]	.	-11%	.	.	-5.2%	13%	10%
59	O=C(NC1=NCCS1)c1cc(-c2ccc(F)cc2)nc2ccccc12	8%	28%	-3.6%	1%	17%	0.9	-3.7%	2%	-36%
60	CCc1ccnc(NS(=O)(=O)c2ccc3c(c2)CCO3)c1	.	13%	.	-4%	.	.	-4.3%	9%	-6%

# Given with one line to a screen: four of the compounds above.
48) N#Cc1ccccc1NC(=O)COC(=O)c1ccc(S(=O)(=O)N2CCCC2)cc1
41) Cc1cc(C)cc(C(=O)Nc2cccc(NC(=O)c3ccco3)c2)c1
7) CC1=C(C(=O)Nc2ccc(C)cc2C)C(c2cccs2)NC(=S)N1 (configuration not stated)
22) COc1cccc(C(=O)N2CCN(c3ccccn3)CC2)c1
assay / entry	48	41	7	22
human PMI inhibitors	14%	.	-2%	.
KOR beta-arrestin-1	-19%	11%	33%	5%[20 µM]
XIAP displacement	-4.2%	.	-1.9%	.
LYP inhibition	-11%	-6%	-13%	-8%
human PMI inhibition	4%	.	5%	.
TNAP activation fold	1.2	.	1	.
KOR beta-arrestin-2	9.0%	3.0%	-2.9%	.
NOD2 inhibition	1%	19%	16%	-16%
NOD1 NF-kB reporter	2%	-24%	-9%	-1%

# Next results:
no.	SMILES	human PMI inhibitors	KOR beta-arrestin-1	XIAP displacement	LYP inhibition	human PMI inhibition	TNAP activation fold	KOR beta-arrestin-2	NOD2 inhibition	NOD1 NF-kB reporter
61	O=C(O)c1ccccc1-c1ccccc1C(=O)Nc1ccccc1-c1ccccc1	.	-22%	.	3%	.	.	10%	-33%	-32%
62	O=C(CSc1nnc(-c2cccnc2)n1Cc1ccco1)N1c2ccccc2Sc2ccccc21	-4%	10%	-5.9%	10%	5%	1	0.5%	11%	-22%
63	COc1ccc2c(c1OC)C(=O)N(C(C)C(=O)O)C2=O (configuration not stated)	-12%	-26%	-1.7%	-2%	-1%	1	1.3%	0%	-13%
64	O=C(/C=C/c1ccccc1)NCCC1=CCCCC1	5%	26%	-4.6%	-1%	7%	1	0.7%	-64%	-28%
65	COc1ccc(Nc2cc(Nc3ccccc3)ncn2)cc1	.	19%	.	-12%	.	.	-3.9%	-87%	-5%
66	COc1cccc(-c2nc3cc(C)ccc3o2)c1	-15%	-40%	-7.7%	-6%	-6%	1	-1.1%	-192%	-66%
